PLC-beta3 inh = blocks human PLC-beta3 enzyme activity; Purified PLC-beta3, fluorogenic substrate, fluorescence; inhibition, % at 12.2 µM; 370,000 compounds, 0.18% hits; AID 720704; Q01970; in the data active = inhibition above about 11%;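 also: 0% = median of compound wells on plate and 100% = full blocker control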
ARFGAP1 inh = rat ARFGAP1 inhibition; Arfgap1-stimulated ARF1 GTP hydrolysis, GDP FP detection; inhibition, % at 16.5 µM; AID 651572; 360,000 compounds, 0.26% hits;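 active = inhibition above a per-plate limit, mean inhibition of low control wells plus 3 SD, cut at about 25% in these data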;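 also: 0% = DMSO wells with enzyme and 100% = wells lacking Arfgap1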
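System: truncated rat Arfgap1 GAP domain / Benchmarks: high control wells lacking Arfgap1, low control full reaction with DMSO / Times: compound-enzyme preincubation 20 min, reaction 120 min, detection 60 min, 25 °C / Repeats: one replicate per compound / Also added: human ARF1(Δ1-17)-GTP substrate / Measured by: Tracer-displacement fluorescence polarization with EDTA stop, 620/688 nm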
UHRF1 MBD2 ctr = human UHRF1 methylated DNA binding inhibitors. 370,000 compounds, 0.75% hits. inhibition, % at 4.4 µM. UHRF1 binding to methylated oligo, TR-FRET; in the data active = inhibition above about 21%;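 also: UHRF1 SRA domain binding a hemimethylated CpG hairpin DNA probe; 0% = median of test compound wells and 100% = reference inhibitor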
PLCg1 inh = inhibitors of human phospholipase C gamma1 | AID 720700 | purified PLC-gamma1, fluorogenic substrate, fluorescence | 370,000 compounds, 0.84% hits | inhibition, % at 12.2 µM; in the data active = inhibition above about 9.5%
ASAP1 GAP inh = inhibitors of human ASAP1 ArfGAP activity | ASAP1-stimulated ARF1 GTP hydrolysis, GDP FP detection | inhibition, % at 16.5 µM | 360,000 compounds, 0.19% hits; in the data active = inhibition above about 25%;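 also: 0% = vehicle with enzyme and substrate and 100% = no enzyme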
Tn7 DDE FP = DD(E)-Tn7 binding inhibition, primary FP screen. 370,000 compounds, 0.13% hits. FP displacement of FITC-Tn7 peptide from fibrin DD(E); 0% = median of compound wells per plate. inhibition, % at 8.3 µM. P02675;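 active = inhibition above the mean of compounds falling within the control limits plus 3 SD of them, cut at about 14% in these data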;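 also: 0% = plate median of compound wells and 100% = 10 µM Aha-Tn7 peptide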
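Assay system: human fibrin DD(E) protein / Input: 2 µM fibrin DD(E) / Benchmarks: high control of 10 µM Aha-Tn7 peptide / Measured by: fluorescence polarization of the labelled Tn7 tracer / Medium: Tris buffer with calcium and detergent, pH 7.8 / Timing: 10 min compound pre-incubation, 3 h probe incubation at room temperature / Repeats: one replicate per compound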
proKLK7 act = activates the human kallikrein-7 zymogen; P49862; purified proKLK7, EDANS-DABCYL substrate fluorescence; 100% is mature enzyme control, 0% vehicle; activation, % at 7 µM; 370,000 compounds, 0.9% hits; AID 652039;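 active = activation above the mean of all tested compounds plus 3 SD, computed per campaign excluding outliers beyond control limits, cut at about 13% in these data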
Target sequence (P49862 whole entry, looked up): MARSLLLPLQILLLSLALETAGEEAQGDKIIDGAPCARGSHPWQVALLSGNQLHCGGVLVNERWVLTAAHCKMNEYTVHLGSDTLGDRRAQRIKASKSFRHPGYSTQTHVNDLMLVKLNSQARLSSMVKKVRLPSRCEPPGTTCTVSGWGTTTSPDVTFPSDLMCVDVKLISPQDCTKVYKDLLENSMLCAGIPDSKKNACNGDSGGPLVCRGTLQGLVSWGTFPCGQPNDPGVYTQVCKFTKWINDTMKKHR
HGIII-sPLA2 inh = Inhibits HGIII-sPLA2 liposome hydrolysis, primary screen | Q9NZ20 | QFRET BODIPY PC-A2 liposome hydrolysis, fluorescence | inhibition, % at 12.2 µM | 370,000 compounds, 0.56% hits | AID 743126;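 active = inhibition above mean plus 3 SD of compounds lying within the high and low control bounds, cut at about 19% in these data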;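 also: 0% = median of test compound wells and 100% = no enzyme DMSO wells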
DDE Tn6 FP inh = DD(E)-Tn6 binding inhibition, primary FP screen | P02675 | Fibrin DD(E) TRITC-Tn6 fluorescence polarization displacement | inhibition, % at 8.3 µM | 370,000 compounds, 0.21% hits | AID 720509;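 active = inhibition above a per-campaign cutoff: mean of compounds within control limits plus 3 SD, cut at about 15% in these data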;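 also: 0% = median of all compound wells on the plate and 100% = blocking peptide control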
Rev-erbA mod = Rev-erb alpha (human) modulation; P20393; Rev-erbα–FITC-DNA binding, fluorescence polarization, 90 min; activity, % at 10 µM; 370,000 compounds, 0.79% hits; AID 1259318;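 active = activity above about 14%, limit read from the data; passing the limit was not always enough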;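 also: 0% = DMSO wells with 35 nM protein and 100% = DMSO wells with 750 nM protein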
Target sequence (P20393 whole entry, looked up): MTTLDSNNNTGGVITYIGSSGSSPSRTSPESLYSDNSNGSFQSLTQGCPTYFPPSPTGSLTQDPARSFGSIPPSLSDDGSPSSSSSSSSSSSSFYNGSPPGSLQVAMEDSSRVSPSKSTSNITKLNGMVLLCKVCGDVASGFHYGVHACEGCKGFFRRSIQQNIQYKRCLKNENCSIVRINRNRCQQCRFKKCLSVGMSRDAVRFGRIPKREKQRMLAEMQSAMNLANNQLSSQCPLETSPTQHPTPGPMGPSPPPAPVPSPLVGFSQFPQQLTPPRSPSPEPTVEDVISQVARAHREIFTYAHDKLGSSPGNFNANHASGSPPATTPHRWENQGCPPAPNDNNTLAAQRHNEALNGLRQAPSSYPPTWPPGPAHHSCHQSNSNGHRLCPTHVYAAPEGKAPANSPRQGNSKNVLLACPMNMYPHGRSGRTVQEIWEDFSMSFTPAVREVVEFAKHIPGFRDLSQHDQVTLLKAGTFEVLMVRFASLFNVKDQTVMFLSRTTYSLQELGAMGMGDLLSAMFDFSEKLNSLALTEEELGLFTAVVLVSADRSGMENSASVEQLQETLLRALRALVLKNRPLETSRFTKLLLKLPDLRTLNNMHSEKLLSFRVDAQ
* = called active by the depositor; nt = not tested or not shown. An unsorted share of the library; about 4.5% have a hit in one of these screens.

PLC-beta3 inh	molecule	ARFGAP1 inh	UHRF1 MBD2 ctr	PLCg1 inh	ASAP1 GAP inh	Tn7 DDE FP	proKLK7 act	HGIII-sPLA2 inh	DDE Tn6 FP inh	Rev-erbA mod
4	C=CCC(C=C)S(=O)(=O)c1ccc(C)cc1 (configuration not stated)	-2	3	1	5	-1	0.5	1	-3	0
-5	O=C(CSc1ccc2nnc(CCNC(=O)c3ccccc3)n2n1)NC1CCCC1	9	0	0	-5	-4	0.0	0	-6	-2
3	Nn1c(SCC(=O)N2CCOCC2)nnc1C1CC1	-9	2	4	2	-3	0.0	2	2	1
-5	COc1ccc(OC)c(NC(=O)c2cccnc2Sc2cc(C)ccc2C)c1	1	4	-3	-18	6	-0.3	5	2	-1
0	COc1ccc(OCC(O)COc2ccc(OC)cc2)cc1	6	13	0	2	10	0.4	-2	-3	4
3	CCOC(=O)c1[nH]c2ccc(OC)cc2c1NC(=O)c1nonc1C	2	1	2	3	4	-0.2	-6	-2	1
-3	CCOC(=O)c1[nH]c2c(c1C)C(=O)CC(c1ccc(N(C)C)cc1)C2 (configuration not stated)	1	-4	-3	12	0	0.0	6	0	-3
1	O=C(COC(=O)c1ccccn1)Nc1cccc(Cl)c1Cl	-3	1	0	12	2	-0.1	-4	1	0
-2	Cc1cc(NC(=O)CSc2nc3ccc(Cl)cc3[nH]2)no1	4	1	1	3	6	-0.6	-13	-9	3
-6	CCOC(=O)N1CCN(C(=O)c2ccc(Cn3c(=S)[nH]c4cc(C(=O)OC)ccc4c3=O)cc2)CC1	3	6	0	-9	2	-0.2	14	5	-6
4	Cn1c(=O)c2c(nc(CN3CCCCC3)n2Cc2c(F)cccc2Cl)n(C)c1=O	3	1	2	12	-4	-0.2	-7	3	17
-6	COc1ccc(C2CC(=O)Nc3n[nH]c(-c4ccccc4)c32)cc1OC (configuration not stated)	-2	14	-2	3	3	-0.1	-5	9	2
-41	CCOc1cccc2cc(C(=O)NCCC3=CCCCC3)c(=O)oc12	-5	2	-30	16	1	-4.7	6	-7	5
-4	O=C(NNc1nc2c(F)cccc2s1)c1ccccc1	-1	-1	0	1	4	-0.3	11	3	7
-2	O=S(=O)(/C=C/c1cccc(Br)c1)N1CCOCC1	2	0	4	-6	-1	1.0	-4	-4	-6
-1	O=C(COc1ccccc1Cl)Nn1cnnc1	6	-1	-1	0	-3	-12	1	4	0
9	CCOC(=O)c1cccc(S(=O)(=O)N2CCCC2)c1	1	3	10*	9	-11	-0.1	9	-5	-2
-4	O=C(Nc1ccc(-c2nnc(-c3ccco3)o2)cc1)C(c1ccccc1)c1ccccc1	-3	0	-5	0	6	-0.2	-2	0	-5
-10	Cc1cc(/C=N/Nc2ccc([N+](=O)[O-])cn2)c(C)n1-c1ccccc1	10	-4	-7	-7	-10	-0.5	2	-6	-1
1	COCCN(C(=O)CSc1nnc(C)n1-c1ccc(C)cc1)c1c(N)n(Cc2ccccc2)c(=O)[nH]c1=O	2	2	2	3	7	-0.1	10	1	-3
3	CC1=C/C(=N\Nc2ccccc2[N+](=O)[O-])CC(C)(C)C1	-9	0	1	8	-2	-0.7	-1	0	5
-8	Cc1ccc(NC(=O)CSc2nc3c(c(=O)[nH]2)CCCC3)cc1C	7	1	3	-2	-3	0.7	-3	5	-3
-124	Cc1onc(-c2ccccc2)c1C(=O)Nc1ccc2c(C)cc(=O)oc2c1	-15	-1	-103	0	9	-13	0	-5	-3
-6	c1ccc(-c2ccc(CN3CCSCC3)cc2)cc1	7	4	1	1	2	0.0	5	-4	4
-15	Cc1cccc(NS(=O)(=O)c2cccc(C(=O)NCC(c3ccco3)N(C)C)c2)c1 (configuration not stated)	2	-2	-8	12	2	0.2	-18	4	2
-2	CN(CC(=O)Nc1ccc(S(N)(=O)=O)cc1)c1ccccc1	-1	-1	-1	7	-2	-0.2	3	0	-2
1	O=S(=O)(c1cccc(-c2nnc(SCc3ccc(Cl)cc3)o2)c1)N1CCCCC1	6	2	1	4	-1	0.1	8	-5	-1
-1	O=C(O)CCCn1cc(NC(=O)c2ccco2)cn1	3	-3	3	9	-2	-0.6	2	-3	-5
-8	COc1ccc(/C=C/C(=O)OCC(=O)NC2CCCC(C)C2C)c(OC)c1 (configuration not stated)	11	-2	5	-12	2	0.1	8	0	-5
-2	CCOc1ccc(CN(CCC#N)C(=S)NC(=O)c2ccccc2)cc1	2	-1	2	6	-1	0.8	9	7	-5
-21	Cc1nc(N)c(C#N)c(-c2cccnc2)c1C	-5	1	-20	14	-5	-0.2	2	3	nt
-7	O=C(CCc1nc2ccccc2c(=O)[nH]1)Nc1nnc(SCc2ccccc2)s1	-7	1	-9	-3	3	0.1	10	0	-20
-4	Cc1ccccc1NC(=O)CN1C(=O)CSc2ccc(S(=O)(=O)N3CCCC3)cc21	6	1	2	-2	-5	-0.1	7	3	-5
1	C#CCNC(=O)C1=C[C@@H](C)[C@H](CCCO)[C@@H](OCC)O1	-7	4	5	9	-1	-0.9	11	-5	2
5	CC1=C(C(=O)N2CCCCCC2)CC(CC(=O)NC2CCCC2)C(=O)N1Cc1ccccc1 (configuration not stated)	6	1	1	-17	-4	-0.5	6	-9	0
-8	Cc1nc2ccc(C(=O)O)cc2c2c1CC(CN)O2 (configuration not stated)	2	-2	-4	9	0	-0.5	-1	2	-2
-2	CCn1c(CC(=O)Nc2ccccc2F)nnc1SCC(=O)N1CCOCC1	12	1	1	-19	-1	0.1	5	-3	2
0	COc1ccc(C(=O)N2CCN(c3ccccc3OC)CC2)cc1	1	4	4	5	0	0.4	1	3	0
-375	COc1cc(/C=C2\SC(=Nc3ccccc3)NC2=O)cc(Cl)c1O	-7	-11	-275	-5	-60	-1.2	-19	-14	10
-6	CC(NC(=O)C(C)N1CCN(S(=O)(=O)c2ccccc2)CC1)c1ccccc1 (configuration not stated)	3	1	-4	-4	-4	0.1	-1	7	0
-3	COc1ccc(CN2CCN(c3ncccn3)CC2)c(C)c1C	-1	-2	4	0	-3	0.0	-1	0	2
-2	C[C@H](NC(=O)c1ccco1)C(=O)NC1CCCCCC1	-16	0	3	-5	-2	-0.2	8	1	0
0	O=C(c1ccccc1)c1nn(-c2ccccc2)c2nnc(Cc3ccccc3)c(=O)n12	-2	3	-3	0	0	0.3	-3	6	2
3	CCn1c(-c2cc(OC)ccc2OC)csc1=Nc1c(C)n(C)n(-c2ccccc2)c1=O	5	-1	0	-8	1	-0.1	5	-9	3
2	C[C@H]1[C@@H](N(C)Cc2cccs2)CC[C@@]23CCCN2C(=O)CCC[C@@H]13	nt	-3	-2	nt	4	nt	2	2	-1
2	Cc1cc(C)c(S(=O)(=O)N2CCCOC2CNC(=O)C(=O)NCCCn2ccnc2)c(C)c1 (configuration not stated)	3	1	2	-13	-4	-0.2	1	1	-2
-7	COc1cccc(C(=O)NCC(=O)N2CCN(c3ccc(C(F)(F)F)cn3)CC2)c1	5	2	-6	3	0	-0.4	-4	-5	0
-1	CCSc1nc(=S)n(-c2ccccc2)c(C)c1C(C)=O	1	0	-4	7	2	1.1	1	0	-3
-16	O=C(NN=Cc1ccc2c(c1)OCO2)c1ccncc1	-4	-2	-10	-5	-3	-0.1	-2	3	-6
-12	CC(=O)/C(C#N)=C1\NC(=O)C(Cc2ccc(C)c(C)c2)S1 (configuration not stated)	-12	-3	-11	-6	-3	1.2	-33	4	10
6	CCOC(=O)c1ccoc1CN1CCN(S(=O)(=O)c2ccc(C)c(C)c2)CC1	6	2	3	7	-7	0.2	-8	3	1
3	CNC(=O)CSc1nc2c(c(=O)n(C)c(=O)n2C)n1Cc1ccc(C)cc1	6	0	3	2	-2	0.3	-4	-3	-4
-9	O=C1COc2ccc(C(=O)COC(=O)c3ccccc3[N+](=O)[O-])cc2N1	-5	1	-3	-4	3	0.0	-8	8	5
-306	COC(=O)c1ccc(COc2ccc(/C=C(\C#N)c3nc4ccccc4[nH]3)cc2OC)o1	61*	-5	-208	35*	-1	-465	-14	-1	-11
2	N=c1sccn1CC(=O)Nc1cccc2ccccc12	-1	1	3	-8	-5	0.2	6	5	2
-10	Cc1ccc(N2C(=O)CC(N3CCN/C3=C3\CC/C(=C\c4ccccc4)C3=O)C2=O)cc1 (configuration not stated)	-6	-1	-2	17	2	-0.1	-2	3	nt

Compound profiles (already shown). Screens in order: PLC-beta3 inh	ARFGAP1 inh	UHRF1 MBD2 ctr	PLCg1 inh	ASAP1 GAP inh	Tn7 DDE FP	proKLK7 act	HGIII-sPLA2 inh	DDE Tn6 FP inh	Rev-erbA mod
Entry for N=c1sccn1CC(=O)Nc1cccc2ccccc12 = 2	-1	1	3	-8	-5	0.2	6	5	2
Entry for CCn1c(CC(=O)Nc2ccccc2F)nnc1SCC(=O)N1CCOCC1 = -2	12	1	1	-19	-1	0.1	5	-3	2
Entry for COc1ccc(C(=O)N2CCN(c3ccccc3OC)CC2)cc1 = 0	1	4	4	5	0	0.4	1	3	0

Assay outcomes: PubChem, several laboratories
